hERG protect: compounds protecting human hERG from proarrhythmic drug block; 0.51% of 310,000 active; AID 1511; Q12809; CHO-hERG, FluxOR thallium flux, dofetilide IC70 present; activation (rescue from dofetilide block), less the hit threshold, % at 10 µM;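 active = activation above the mean of controls blocked by dofetilide plus 5 SD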;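 note: thallium influx through hERG after potassium depolarization seen as dye fluorescence rise; in these data hits start at about 4.7%; inactives centre near -7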
HDAC3 inhib: inhibitors of human histone deacetylase 3 | O15379 | recombinant HDAC3, fluorogenic peptide/trypsin coupled, fluorescence | inhibition, % at 8.3 µM | 0.15% of 320,000 active; in the data active = inhibition above about 26%, passing the limit was not always enough; inconclusive = no clear call, values can overlap the other calls
Target sequence (O15379 whole entry, looked up): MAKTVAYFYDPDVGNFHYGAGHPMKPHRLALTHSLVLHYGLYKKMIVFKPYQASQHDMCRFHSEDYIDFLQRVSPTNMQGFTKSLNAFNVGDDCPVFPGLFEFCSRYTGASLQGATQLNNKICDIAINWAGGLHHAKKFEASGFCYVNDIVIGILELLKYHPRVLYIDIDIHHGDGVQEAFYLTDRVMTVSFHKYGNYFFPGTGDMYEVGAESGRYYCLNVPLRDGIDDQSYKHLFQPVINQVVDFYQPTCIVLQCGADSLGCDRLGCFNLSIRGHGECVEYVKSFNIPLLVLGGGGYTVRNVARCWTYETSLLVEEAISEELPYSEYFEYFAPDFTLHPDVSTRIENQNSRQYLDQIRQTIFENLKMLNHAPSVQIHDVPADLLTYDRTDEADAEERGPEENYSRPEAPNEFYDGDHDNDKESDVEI
RGS4 pot: RGS4 potentiation or activation; HEK293 M3R/inducible RGS4, carbachol calcium flux Fluo4; hits give low values; B-score at 10 µM; 0.92% of 310,000 active; AID 463111;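 active = B-score of the integrated calcium signal more than 4 SD below the library mean, with starting fluorescence not abnormally high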;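 note: negative B-score means reduced calcium response which marks RGS4 activation or potentiation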
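test system = HEK293 cells with stable M3R and inducible RGS4 | schedule = recording 10 s baseline at 1 Hz, 100 s post-agonist | technique = Fluo4-AM (2 µM) calcium-flux fluorescence, kinetic read | measure = Agonist-evoked peak-minus-minimum fluorescence over baseline, integrated ratio, B score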
GSK3A inh: human GSK-3 alpha kinase inhibition | P49840 | ADP-Glo luminescence, 60 min | inhibition, % at 10 µM | 0.1% of 320,000 active;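 in the data active = inhibition above about 50%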;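 note: GST-tagged GSK-3 alpha with peptide substrate and 25 µM ATP; 0% = DMSO neutral wells and 100% = GW8510 positive control wells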
KCNQ1 act: human KCNQ1 channel potentiation or activation; P51787; AID 2648; B-score at 10 µM; 0.35% of 310,000 active; CHO-K1 KCNQ1, thallium flux FluxOR fluorescence; hits give high values;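 active = fluorescence ratio B-score, a plate-corrected score, at least three library SD, with initial intensity B-score within 5 SD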
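Test system: CHO-K1 cells stably expressing KCNQ1 / Medium: assay buffer / Also added: depolarizing K+/Tl+ stimulus, K2SO4 and Tl2SO4 each 12.5 mM in 5x stock / Incubation: 90 min dye loading and 20 min compound exposure, both at room temperature / Signal: thallium influx via FluxOR fluorescence, kinetic imaging / Evaluation: B score of baseline-normalized fluorescence ratio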
KCNQ1 inh: blocks the human KCNQ1 potassium channel. CHO-K1 KCNQ1, FluxOR thallium flux fluorescence; hits give high values. P51787. 1.3% of 310,000 active. B-score at 10 µM;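 active = compounds whose thallium flux B-score, printed positive for inhibition, exceeds three library SD while starting fluorescence stays within three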;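 note: channel opened by potassium depolarization with thallium stimulus after 20 min compound exposure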
DYRK1A inh: inhibitors of rat Dyrk1A kinase; AID 504441; Q63470; inhibition, % at 12.5 µM; ADP-Glo luminescence, NFATc1 peptide; 0.43% of 310,000 active; in the data active = inhibition above about 50%;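 note: plate controls were vehicle with enzyme for no effect and no enzyme for full effect; many of its hits are not listed in these tables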
KCNK3 inh: human KCNK3 channel inhibition, primary screen; O14649; CHO-KCNK3 thallium flux, FluxOR fluorescence; hits give low values; B-score at 10 µM; 0.84% of 340,000 active;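 active = B-score under library mean minus 4 SD, starting fluorescence ratio at most library mean plus 5 SD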;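 note: more negative B-score means stronger inhibition of thallium flux through KCNK3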
KCNK9 inh: inhibitors of human KCNK9 two-pore domain potassium channel; Q9NPC2; HEK293 KCNK9, FluxOR thallium flux fluorescence; hits give low values; B-score at 10 µM; 1.2% of 310,000 active;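 active = ratio B-score over 3 SD below the library mean, with starting fluorescence within 5 SD of its mean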;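 note: negative B-score means less thallium flux so channel inhibition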
GSK3B inh: blocks human GSK3beta kinase activity; GST-GSK3beta kinase, ADP-Glo luminescence, 60 min; hits give low values; activity score (negative = inhibition), % at 10 µM; 0.038% of 300,000 active;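 active = more than half of replicate wells score below -50%, meaning over 50% inhibition versus plate controls; inconclusive = some replicates but at most half score below -50%; inactive = no replicate scores below -50%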;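 note: 0% = median DMSO wells and -100% = median GW8510 positive control wells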
Target sequence (P49841 whole entry, looked up): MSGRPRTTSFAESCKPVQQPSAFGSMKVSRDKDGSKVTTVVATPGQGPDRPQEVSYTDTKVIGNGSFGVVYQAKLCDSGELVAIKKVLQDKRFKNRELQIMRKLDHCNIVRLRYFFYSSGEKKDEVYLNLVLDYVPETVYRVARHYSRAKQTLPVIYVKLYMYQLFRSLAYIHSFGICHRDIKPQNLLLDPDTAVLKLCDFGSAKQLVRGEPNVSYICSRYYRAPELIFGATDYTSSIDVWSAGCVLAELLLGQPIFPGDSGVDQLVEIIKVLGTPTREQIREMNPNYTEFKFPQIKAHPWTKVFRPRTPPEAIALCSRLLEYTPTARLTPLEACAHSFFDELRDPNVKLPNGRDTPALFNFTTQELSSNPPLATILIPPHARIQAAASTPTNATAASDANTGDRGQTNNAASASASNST
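Test system: GST-fused GSK3beta enzyme, cell-free | Quantity: 1.6 ng GST-GSK3beta enzyme per well | Reagent: 25 µM ATP with peptide substrate | Schedule: 60 min enzyme reaction, room temperature | Signal: Luminescent ADP-Glo measurement of ADP formed | Read-out basis: Score relative to plate controls | Control set: DMSO and 20 µM GW8510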
PolyA inh: inhibitors of polyadenylation in S. cerevisiae | 0.02% of 300,000 active | S. cerevisiae SKY197-pL101 polyadenylation reporter, beta-gal luminescence; efflux-impaired pdr1/pdr3 knockout yeast; score 100 = 6 SD above DMSO | calls only at 12 µM;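 active = lowest replicate activity score at least 50, where 100 means six control SD above control mean; inconclusive = lowest score under 50 but half or more replicates reach 50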;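 note: yeast exposed to compound for 9 h at 30 °C; higher score means more reporter readthrough which indicates perturbed polyadenylation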
* hit, by the source's call; i = inactive; ? = inconclusive; . = no result given.

SMILES | hERG protect | HDAC3 inhib | RGS4 pot | GSK3A inh | KCNQ1 act | KCNQ1 inh | DYRK1A inh | KCNK3 inh | KCNK9 inh | GSK3B inh | PolyA inh
O=C(N/N=C/c1cccc(Oc2ccccc2)c1)c1cc[n+]([O-])cc1 | -12 | 5 | i | 7 | i | i | 1 | i | i | -3 | i
CN(Cc1c(F)cccc1Cl)S(=O)(=O)c1cccs1 | -8 | 2 | i | 0 | i | i | -2 | i | i | 0 | i
COc1ccc(-c2csc(NC(=S)NC(=O)c3ccco3)n2)cc1 | -3 | -2 | i | -3 | 8* | i | 4 | i | i | 2 | i
CCOC(=O)Cc1nnc(NC(=O)CCc2ccccc2)s1 | -3 | 0 | i | 0 | i | i | 2 | i | i | -1 | i
CCc1cc(=O)oc2cc(OCC(=O)N3CC[C@@]4(O)CCCC[C@H]4C3)ccc12 | -9 | -12 | i | -1 | i | i | 5 | i | i | 3 | i
CN(Cc1ccccc1)C(=O)c1nc2ccccn2c1CN1CCc2sccc2C1 | -15 | 1 | i | 1 | i | i | -6 | i | i | 1 | i
O=C(N/N=C/C=C/c1ccccc1[N+](=O)[O-])c1cc(-c2ccccc2)n[nH]1 | -10 | -14 | i | 0 | i | i | -4 | i | i | 2 | i
O=C(C1=C[C@@H](c2coc3ccccc3c2=O)C[C@@H](OCc2ccc(CO)cc2)O1)N1CCOCC1 | -2 | 2 | i | -2 | i | i | -4 | i | i | 2 | i
Cc1ccc(S(=O)(=O)N2CCN(C(=O)C3CCCO3)CC2)cc1C (centres undefined) | -3 | 5 | i | 1 | i | i | -3 | i | i | -5 | i
COc1ccc(-c2ccnc3nc(Sc4ncc(C(F)(F)F)cc4Cl)nn23)cc1 | -9 | -30 | i | 3 | i | i | 5 | i | i | -2 | i
CC(=O)Nc1ccc(S(=O)(=O)N2CCN(c3nc4ccccc4n3CC(C)C)CC2)cc1 | -13 | 4 | i | -1 | i | i | . | i | i | 1 | i
CCn1nnnc1NCc1ccc(OCc2c(F)cccc2Cl)c(OC)c1 | -8 | -4 | i | -2 | i | i | -1 | i | i | 1 | i
CCOc1ncccc1C(=O)OCC(=O)Nc1cccc(C(C)=O)c1 | -16 | -13 | i | -1 | i | i | -4 | i | i | 3 | i
CCOC(=O)/C=C(\C)N1N=C(c2ccccc2)CC1c1ccccc1 (centres undefined) | -22 | 1 | i | -2 | i | i | -1 | i | i | 0 | i
O=C(CCN1CCOCC1)N/N=C/c1cc(Br)cc(Br)c1O | -1 | 0 | i | 0 | i | i | 1 | i | i | 2 | i
COC(=O)c1ccc(S(=O)(=O)c2ccc([N+](=O)[O-])cc2)cc1 | -5 | 2 | i | -1 | i | i | 1 | i | i | 1 | i
O=C(O)c1cc2ncc(CCO)cn2n1 | -8 | 1 | i | -1 | i | i | 2 | i | i | 2 | i
Cc1ccc(C(=O)NC2CCN(CC(=O)Nc3c(C)cc(C)cc3C)CC2)cc1 | 0 | 0 | i | -2 | i | i | -5 | i | i | -1 | i
O=C(CN1CCN(S(=O)(=O)c2ccc(Cl)cc2)CC1)NC(=O)NC1CCCCC1 | -10 | 6 | i | -3 | i | i | 5 | i | i | 1 | i
Cc1cc(=O)oc2c(C)c(OCC(=O)NC3CCN(Cc4ccccc4)CC3)ccc12 | -9 | 1 | i | -2 | i | i | 5 | i | i | -3 | i
O=C(COc1ccccc1F)Nc1ccc2c(c1)OCCO2 | -6 | -1 | i | -2 | i | i | -2 | i | i | 7 | i
Cc1cc(C)nc(NC(=O)COc2cc(Cl)cc(Cl)c2)n1 | -4 | -2 | i | -3 | i | i | 10 | i | i | 0 | i
CCOC(=O)c1c(NC(=O)COC(=O)c2nc(Cl)ccc2Cl)sc(C(=O)NC)c1C | -19 | 5 | i | 0 | i | i | 1 | i | i | 2 | i
C/C(=N/NC(=O)c1ccc(C)nc1)c1ccc2c(c1)CCCC2 | -10 | -14 | i | -2 | i | i | -2 | i | i | -5 | i
Cc1ccc(C2=CSC3=NCCN23)c(C)c1 | -6 | 1 | i | 0 | i | i | 4 | i | i | 3 | i
CCCn1c(NCc2c[nH]c3ccccc23)nc2ccccc21 | -15 | 2 | i | 0 | i | i | 3 | i | i | 1 | i
Cc1nonc1OCCNCCNc1ccccc1[N+](=O)[O-] | -5 | 2 | i | -3 | i | i | 7 | i | i | -4 | i
CCC(OC(=O)c1nsc(Cl)c1Cl)C(=O)NCc1ccco1 (centres undefined) | -8 | 2 | i | 0 | i | i | -7 | i | i | 0 | i
CCC(=O)NC(O)C(=O)c1ccc(C)cc1 (centres undefined) | -5 | -6 | i | 0 | i | i | -2 | i | i | -2 | i
Cc1ccc(C(=O)NC(C)c2ccncc2)o1 (centres undefined) | -5 | 3 | i | -2 | i | i | -9 | i | i | 2 | i
O=C1CC(c2ccccc2)CC(O)=C1C=NCC1CCCO1 (centres undefined) | 2 | 3 | i | -2 | i | i | 5 | i | i | 0 | i
O=C(CNC(=O)c1ccccc1)OCc1nnc(-c2ccc(Cl)cc2)o1 | -10 | -1 | i | -1 | i | i | -2 | i | i | 0 | i
COc1ccc(CCN2CC(C(=O)NCc3nc4ccccc4n3C)CCC2=O)cc1 (centres undefined) | -9 | -2 | i | -2 | i | i | . | i | i | -2 | i
O=C(O)c1cccc(S(=O)(=O)NCC2CCCO2)c1 (centres undefined) | -8 | . | i | 7 | i | i | 0 | i | i | -3 | i
CSc1ccc(CNCc2ccco2)cc1 | -2 | 4 | i | 1 | i | i | -3 | i | i | 4 | i
O=[N+]([O-])c1cccnc1Sc1ccc(Cl)cc1 | -5 | 2 | i | -3 | i | i | 1 | i | i | 6 | i
Cc1nnsc1C(=O)Nc1ccc(Cl)cc1Cl | -8 | -2 | i | 0 | i | i | -16 | i | i | -1 | i
Fc1ccccc1NC(=S)NC1CCCC1 | 3 | -2 | i | -5 | i | i | . | i | i | 2 | i
CCCC(c1nnnn1C(C)(C)C)N1CCN(Cc2ccccc2)CC1 (centres undefined) | -7 | -2 | i | -1 | i | i | 1 | i | i | 2 | i
COc1cc(NC(=O)Cn2c(=O)n(-c3cccc(C)c3)c(=O)c3c(C)c(C)sc32)cc(OC)c1 | -6 | 0 | i | 2 | i | i | 3 | i | i | -3 | i
O=C(O)COc1ccccc1/C=C1\SC(=S)N(/N=C/c2ccccc2O)C1=O | -20 | 4 | i | -5 | i | i | -5 | i | i | 1 | i
O=C(CSc1nnnn1-c1ccc(O)cc1)c1cc2ccccc2o1 | -12 | ? | i | 3 | i | i | 26 | i | i | 1 | i
CC(C)NC(=O)NC(=O)COC(=O)CCOc1ccccc1 | -9 | ? | i | -4 | i | i | 8 | i | i | 2 | i
CCCCN(C(=O)CCC(=O)Nc1cc(C)on1)C(C(=O)NC1CCCC1)c1ccc(OCC)cc1 (centres undefined) | -9 | 0 | i | -1 | i | i | 5 | i | i | 1 | i
O=P(Cc1cc(Br)cc(Br)c1OCCO)(c1ccccc1)c1ccccc1 | -10 | 3 | i | 10 | i | i | . | i | -6.7* | -5 | i
CC(C)CC1CCCCC1OC(=O)C[N+]1(C)CCCCC1 (centres undefined) | -8 | 5 | -11* | 1 | i | i | 4 | i | i | -4 | i
COc1ccc(/C=N/OCC(=O)N=Nc2c(O)[nH]c3ccc(Br)cc23)cc1OC | -8 | -2 | i | 2 | i | i | 0 | i | i | 2 | i
Cc1[nH]c2ccccc2c1-c1ccc(Cl)nn1 | 3 | 7 | i | 1 | i | i | 7 | i | i | 2 | i
N#CC1(c2ccccc2)CCC(=O)N1c1ccccc1 (centres undefined) | -5 | -2 | i | -2 | i | i | -5 | i | i | 10 | i
CC1CCCC(C)N1C(=O)Cn1nnc(-c2ccccc2)n1 (centres undefined) | 0 | ? | i | 0 | i | i | 0 | i | i | 2 | i
(further entries)
SMILES | hERG protect | HDAC3 inhib | RGS4 pot | GSK3A inh | KCNQ1 act | KCNQ1 inh | DYRK1A inh | KCNK3 inh | KCNK9 inh | GSK3B inh | PolyA inh
CCN1CCN(C(=O)Cn2nc(C)c3sc4ccccc4c3c2=O)CC1 | -8 | 1 | i | 1 | i | i | -3 | i | i | -2 | i
CCN1CCN(c2ncc(C(=O)Nc3ccccc3C(=O)OC)c3ccccc23)CC1 | -6 | 4 | i | 1 | i | i | 18 | i | i | -2 | i
O=C(NCc1ccccc1Cl)c1ccc(CS(=O)Cc2ccc(Cl)cc2)o1 (centres undefined) | -12 | 5 | i | 0 | i | i | 10 | i | i | -4 | .
O=C(c1cccc(F)c1)N1CCCC(C(=O)N2CCCCCC2)C1 (centres undefined) | -5 | 2 | i | -2 | i | i | -4 | i | i | -1 | i
N#Cc1cn(CCCOc2ccccc2)c2ccccc12 | -7 | 1 | i | 0 | i | i | 7 | -9.5* | i | 0 | i
CCOC(=O)c1c(NC(C)=O)sc(C(=O)NC2CCCC2)c1C | -2 | -10 | i | 1 | i | i | -11 | i | i | 0 | i
Cc1nc(-c2ccc(C(=O)Nc3cccc(Br)c3)cc2)cs1 | -11 | -5 | i | 2 | i | i | -3 | i | i | -2 | .

Entries of single compounds from above:
Listed for O=C(c1cccc(F)c1)N1CCCC(C(=O)N2CCCCCC2)C1 (centres undefined) : hERG protect: -5; HDAC3 inhib: 2; RGS4 pot: i; GSK3A inh: -2; KCNQ1 act: i; KCNQ1 inh: i; DYRK1A inh: -4; KCNK3 inh: i; KCNK9 inh: i; GSK3B inh: -1; PolyA inh: i
Listed for N#Cc1cn(CCCOc2ccccc2)c2ccccc12 : hERG protect: -7; HDAC3 inhib: 1; RGS4 pot: i; GSK3A inh: 0; KCNQ1 act: i; KCNQ1 inh: i; DYRK1A inh: 7; KCNK3 inh: -9.5*; KCNK9 inh: i; GSK3B inh: 0; PolyA inh: i
Listed for O=C(NCc1ccccc1Cl)c1ccc(CS(=O)Cc2ccc(Cl)cc2)o1 (centres undefined) : hERG protect: -12; HDAC3 inhib: 5; RGS4 pot: i; GSK3A inh: 0; KCNQ1 act: i; KCNQ1 inh: i; DYRK1A inh: 10; KCNK3 inh: i; KCNK9 inh: i; GSK3B inh: -4; PolyA inh: .

The list is partial (hit frequency here may not be typical).
